Bioassay records (PubChem)
VP16 counter – counter-screen for ROR gamma inhibitors: Gal4-VP16 reporter. Drosophila S2 Gal4-VP16 UAS-luciferase, luminescence, 20 h. Potency, µM (doses to about 53.6 µM), inactives show top-dose activity, negative = inhibition, most hits filed as inhibitors. hit rate 3.5% among 310,000. AID 2546;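 further: Gal4-VP16 expression switched on by copper sulfate through the metallothionein promoter; potency means the concentration at half of the fitted maximal effect; on the % scale 0 is the no-effect control and ±100 the full control effect; nearly all actives have a fitted effect of over 50% in size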
NPC1 prom act – NPC1 promoter activation | Huh7 NPC1 promoter luciferase reporter, 24 h | AID 485313 | Potency, µM (top dose mostly 9.22 µM), inactives show top-dose activation, actives largely listed as activators | hit rate 2.4% among 320,000;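 further: potency means the concentration at half of the fitted maximal effect; % of control where 0% means no effect; nearly all actives have a fitted effect of over 60% in size; reporter is driven by a mutant NPC1 promoter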
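Compounds in DMSO were transferred onto Huh7 NPC1-luciferase reporter cells pre-incubated 2 h; after 24 h at 37 °C, Amplite reagent was dispensed and luminescence recorded 10 min later.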
KCNH2 3.1 block – inhibitors of human KCNH2 3.1 potassium channel isoform | U2OS KCNH2 3.1, thallium flux FluxOr; stronger effect = lower value | activity change, % (tested at about 1.8 µM) | hit rate 0.95% among 340,000;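 active means maximum activity change below -70%; inconclusive means maximum activity change from -70% to -50%; inactive means maximum activity change above -50%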;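 further: thallium influx rate constant from kinetic fluorescence after stimulation buffer; on the % scale 0 is the no-effect control and ±100 the full control effect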
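Kinetic fluorescence (2 min after stimulation buffer) measures Tl+ influx through KCNH2 3.1 expressed by viral transduction in U2OS cells; the rate constant is normalized against DMSO controls serving as positive and negative references.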
Menin MLL FP TR – displaces Texas Red mutant MLL peptide from human menin; hit rate 0.23% among 270,000; Potency, µM (top dose mostly 61.6 µM), inactives show at the top dose FP activity change, negative = inhibition, most hits filed as inhibitors; Menin + Texas Red MLL mutant peptide, fluorescence polarization; AID 1768; active means well fitted inhibition curve with a large enough effect in the polarisation, with a control signal flat, not every such curve was filed as active; inconclusive means small, poorly fitted or top-dose-only effect, or effect the other way, or a change in a side signal; inactive means no such curve, though single readings can be large or run the other way; the % refers to the polarisation; further: potency means the concentration at half of the fitted maximal effect; % of control where 0% means no effect; many of its hits are not listed in these tables
Rab9 promoter act – activators of Rab9 promoter | hit rate 2.8% among 320,000 | Potency, µM (highest dose often 9.22 µM), inactives show top-dose activation, negative = inhibition, hits mostly activators | Huh7 Rab9 promoter-luciferase reporter, luminescence, 24 h; further: potency means the concentration at half of the fitted maximal effect; % of control where 0% means no effect; nearly all actives have a fitted effect of over 60% in size
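Promoter activation is measured as luciferase luminescence in Huh7 cells stably transfected with a Rab9 promoter–luciferase construct, following 24 h compound exposure at 37 °C and 10 min reagent incubation at ambient temperature.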
Mito fusion yeast – blocks mitochondrial division or promotes mitochondrial fusion. S. cerevisiae fusion-defective mutant growth rescue, CellTiterGlo 48 h. Potency, µM (series often up to 46.1 µM), for the others: at the highest dose growth rescue (activation), actives largely listed as activators. hit rate 0.23% among 320,000. AID 485298;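 further: potency means the concentration at half of the fitted maximal effect; % of control where 0% means no effect; nearly all actives have a fitted effect of over 45% in size; temperature-sensitive fusion mutants such as fzo1-1 at 37 °C on non-fermentable ethanol glycerol medium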
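Yeast fusion mutant, YPEG (non-fermentable carbon), compound, 48 h at 37C non-permissive; CellTiterGlo added, 10 min RT, luminescence read. Rescued growth = division inhibition.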
FLuc modulator – inhibits or activates purified firefly luciferase, miR-21 counter-screen; hit rate 6.9% among 360,000; AID 588342; Potency, µM (series often up to 57.5 µM), without a hit: at the highest dose activity change, negative = inhibition, actives largely listed as inhibitors; P08659; purified FLuc, Km substrates, luminescence inhibition;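 further: potency means the concentration at half of the fitted maximal effect; plate controls were vehicle for no effect and reference inhibitor for full effect; nearly all actives have a fitted effect of over 55% in size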
Target sequence (P08659 whole entry, looked up): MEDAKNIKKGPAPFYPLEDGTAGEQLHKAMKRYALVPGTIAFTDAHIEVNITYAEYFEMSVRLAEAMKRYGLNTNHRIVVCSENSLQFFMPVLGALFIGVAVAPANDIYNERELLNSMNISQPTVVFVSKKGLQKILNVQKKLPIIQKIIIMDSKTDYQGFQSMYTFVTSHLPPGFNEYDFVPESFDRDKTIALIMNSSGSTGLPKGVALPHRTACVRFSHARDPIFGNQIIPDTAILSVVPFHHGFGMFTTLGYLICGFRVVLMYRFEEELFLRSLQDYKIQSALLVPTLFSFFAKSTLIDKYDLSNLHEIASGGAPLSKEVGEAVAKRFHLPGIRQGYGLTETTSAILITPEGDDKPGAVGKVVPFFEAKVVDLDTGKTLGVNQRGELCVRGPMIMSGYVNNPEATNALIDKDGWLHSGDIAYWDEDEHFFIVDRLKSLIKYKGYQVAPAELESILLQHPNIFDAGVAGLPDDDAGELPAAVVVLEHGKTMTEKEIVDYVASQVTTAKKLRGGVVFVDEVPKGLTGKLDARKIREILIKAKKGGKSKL
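Biochemical qHTS of compounds, final roughly 60 µM downward over six points, against 10 nM purified firefly luciferase using Km concentrations of substrates (10 uM D-luciferin, 10 uM ATP) in Tris acetate pH 7.5 buffer; luminescence output.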
ELG1 repair inh – blocks ELG1-dependent DNA repair in HEK293T cells; Potency, µM (highest dose often 46.1 µM), inactives show at the top dose activity change, negative = inhibition, most hits filed as inhibitors; hit rate 2.3% among 330,000; AID 504467; HEK293T ELG1-luciferase reporter, luminescence, 16 h; DNA damage induced by 5-fluorouridine; further: potency means the concentration at half of the fitted maximal effect; on the % scale 0 is the no-effect control and ±100 the full control effect; nearly all actives have a fitted effect of over 55% in size
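HEK293T cells expressing luciferase-tagged ELG1 (2,000/well) received 5-Fluorouridine plus compound or DMSO for 16 hr at 37 °C. Luciferase was read by ONE-Glo luminescence after 30 min at room temperature.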
RORg inh – ROR gamma (mouse) transcription inhibition; P51450; Drosophila S2 Gal4-RORgamma UAS-luciferase reporter, 20 h; Potency, µM (series often up to 53.6 µM), for inactives: at the top dose activity change, negative = inhibition, most hits filed as inhibitors; hit rate 5.4% among 310,000; further: potency means the concentration at half of the fitted maximal effect; on the % scale 0 is the no-effect control and ±100 the full control effect; nearly all actives have a fitted effect of over 60% in size
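In this cell-based reporter format, copper sulfate (700 uM final) drives Gal4–ROR gamma fusion expression from a metallothionein promoter in Drosophila Schneider cells; compounds preincubated 1 hr, reporter read after 20 hr at ambient temperature.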
MBNL1 CUG block – inhibitors of human MBNL1 binding to CUG repeat RNA. Q9NR56. TR-FRET MBNL1-His/biotin-(CUG)12 binding, 665/545 ratio. Potency, µM (series often up to 57.5 µM), without a hit: at the top dose activity change, negative = inhibition, usual class: inhibitors. hit rate 0.036% among 280,000. AID 2675; active means well fitted inhibition curve with a large enough effect in the signal ratio, with a control signal flat, not every such curve was filed as active; inconclusive means small, poorly fitted or top-dose-only effect, or effect the other way, or a change in a side signal; inactive means no such curve, though single readings can be large or run the other way; the % refers to the signal ratio; further: potency means the concentration at half of the fitted maximal effect; on the % scale 0 is the no-effect control and ±100 the full control effect
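Compound titration spanned 92 nM–58 uM against the MBNL1-His/biotin-(CUG)12 complex. After 60 min at room temperature with 5 nM streptavidin-XL665 and 0.055 ng/ul terbium anti-His, ratiometric 665/545 nm emission (Ex 340 nm) normalized to controls.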
PKM2 activator – PKM2 (human) enzyme activation. P14618. purified PKM2, Kinase-Glo ATP luminescence, activation; response scale: 0% is enzyme alone, no compound. Potency, µM (doses to about 57.5 µM), inactives show at the highest dose activation, most hits filed as activators. hit rate 0.34% among 260,000. AID 1631; further: potency means the concentration at half of the fitted maximal effect; on the % scale 0 is the no-effect control and ±100 the full control effect; nearly all actives have a fitted effect of over 55% in size
Target sequence (P14618 whole entry, looked up): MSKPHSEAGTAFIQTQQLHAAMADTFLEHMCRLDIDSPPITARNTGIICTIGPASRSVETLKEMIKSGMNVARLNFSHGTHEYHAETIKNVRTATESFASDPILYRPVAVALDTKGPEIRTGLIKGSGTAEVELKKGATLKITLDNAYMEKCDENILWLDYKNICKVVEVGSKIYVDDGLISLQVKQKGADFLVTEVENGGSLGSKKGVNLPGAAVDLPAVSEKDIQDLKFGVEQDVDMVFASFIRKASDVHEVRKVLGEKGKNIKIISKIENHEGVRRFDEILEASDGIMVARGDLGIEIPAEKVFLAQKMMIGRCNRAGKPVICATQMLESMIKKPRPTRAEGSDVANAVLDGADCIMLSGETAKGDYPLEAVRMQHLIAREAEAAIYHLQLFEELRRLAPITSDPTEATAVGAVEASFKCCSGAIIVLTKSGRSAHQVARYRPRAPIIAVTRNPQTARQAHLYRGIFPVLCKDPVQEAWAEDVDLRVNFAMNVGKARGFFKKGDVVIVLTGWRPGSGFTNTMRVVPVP
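Purified hPK-M2 (>95%) run at intermediate activity with 0.1 mM ADP and 0.5 mM PEP in 50 mM imidazole pH 7.2, KCl, MgCl2; 1 h room temperature. ATP formed read by Kinase-Glo luminescence; normalized to uninhibited and no-enzyme controls.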
Numbers without * were called inactive; ? = inconclusive; · = no result given; & = joins results of further samples; [ ] = remark or other dose. Unless noted, the call rests on the fitted dose curve; in most records, active means well fitted curve in the direction sought with a large enough effect; inconclusive means small, poorly fitted or top-dose-only effect, or another doubt; inactive means no such curve, though single readings can be large; an effect the other way counts as inactive or inconclusive.

| mol | VP16 counter | NPC1 prom act | KCNH2 3.1 block | Menin MLL FP TR | Rab9 promoter act | Mito fusion yeast | FLuc modulator | ELG1 repair inh | RORg inh | MBNL1 CUG block | PKM2 activator |
| --- | --- | --- | --- | --- | --- | --- | --- | --- | --- | --- | --- |
| Cc1cc(C(=O)COc2ccccc2C(N)=O)c(C)n1C | -1% | 12% | -3 | 21% | 12% | 1% | ? | 3% | -24% | 0% | -12% |
| CCCCS(=O)(=O)/C=C\C=C/S(=O)(=O)CCCC | 0.89µM* | -35%[inhibitor] | -5 | 1% | -48%[inhibitor] | -40%[inhibitor] | -8% | 8.2µM* | 0.71µM* | -5% | 15% |
| CCN(CC)C(=O)Cn1cc(S(=O)(=O)CC(=O)Nc2ccc(F)cc2F)c2ccccc21 | 0% | 1% | -23 | · | 1% | 0% | 0% | ? | -26% | 3% | 6% |
| Cc1cccc(N2CCN(Cc3ccc([N+](=O)[O-])o3)CC2)c1C | 10% | -2% | -7 | 0% | 7% | -2% | 4% | -2% | 2% | ? | 3% |
| COCCCNCC(O)COc1cccc2[nH]c(C)cc12 (stereo unspecified) | -1% | -1% | 12 | -7% | 0% | 20% | 2% | 6% | 10% | · | 1% |
| Cc1ccc(S(=O)(=O)N2CCC(C(=O)NCCCN3CCOCC3)CC2)cc1C | · | -1% | -4 | · | -4% | -3% | 0% | -8% | · | · | · |
| COc1ccc(N2CCN(S(=O)(=O)CC34CCC(CC3=O)C4(C)C)CC2)cc1 (stereo unspecified) | 5% | 10% | -4 | 0% | 5% | 4% | -3% | -30% | ? | 1% | 1%[11.5 µM] |
| Cc1ccc(S(=O)(=O)C(C#N)c2nc3ccccc3nc2N2CCCCC2)cc1 (stereo unspecified) | 2% | -2% | · | -2% | 4% | 3% | 1% | -4% | 8% | 16% | -1% |
| CS(=O)(=O)Nc1ccccc1C(=O)NC1CC2CCC1C2 (stereo unspecified) | 1% | -1% | -3 | -3% | -5% | 1% | 0% | 7% | 10% | 1% | -14% |
| Cc1cc(C(=O)Cn2cc([N+](=O)[O-])ccc2=O)c(C)n1CC1CCCO1 (stereo unspecified) | · | -3% | -14 | · | 12% | 2% | -9% | ? | · | · | · |
| CSC1=NCCN1S(=O)(=O)c1ccc(Cl)cc1 | 3% | -2% | 14 | 0% | 2% | 8% | -3% | -4% | 28% | 1% | 18% |
| CC1CCCC(C)N1C(=O)c1ccc2c(c1)S(=O)(=O)c1ccccc1C2=O (stereo unspecified) | -14% | -3% | 3 | ? | 5% | -5% | 0% | 0% | 5% | ? | 4% |
| CCOc1ccc(S(=O)(=O)N2CCC(C(=O)N3CCOCC3)CC2)cc1Cl | 5% | -3% | 19 | 6% | -1% | 2% | 3% | -27% | -4% | -1% | · |
| Cc1nc(-c2ccc([N+](=O)[O-])cc2)sc1C(=O)O | ? | 24% | -22 | 14% | ? | 0% | 27µM* | ? | 6% | ? | -27% |
| Nc1ccccc1-c1nnc(-c2ccccc2N)n1N | 27% | 1% | -114* | 5% | 3% | -7% | -14% | ? | -28% | -6% | -8% |
| COc1cc(NC(=O)CSc2ncnc3sc4c(c23)CCC(C)C4)c(C(=O)O)cc1OC (stereo unspecified) | ? | 2% | 9 | ? | 0% | -16% | ? | 1% | 11µM* | 12% | 2% |
| Nc1cccnc1Sc1ccc(Cl)cc1 | 2% | 1% | -4 | 26% | 2% | -1% | 0% | 17% | 33% | -7% | 3% |
| Cn1c(=O)[nH]c(=O)c2c1nc(N)n2Cc1ccccc1 | 1% | 1% | 6 | -15% | -5% | 9% | -2% | ? | -18% | 8% | · |
| CCn1nc(C)c(/C=N\NC(=O)c2ccc3c(c2)OCO3)c1C | 0% | 5% | -44 | · | 3% | 0% | 24µM* | ? | -38% | -10% | -2% |
| Cc1ccc(NC(=O)CN2CCc3cc4c(cc3C2C)OCCCO4)cc1 (stereo unspecified) | 0% | 1% | 5 | -10% | 3% | -8% | 3% | 18µM* | 29% | 1% | 4%[0.46 µM] |
| CCSC1=C(C#N)C(c2ccccc2Cl)CC(=O)N1 (stereo unspecified) | -2% | 0% | 2 | 18% | 5% | 1% | ? | 13% | ? | 3% | -3% |
| O=C(CCCN1C(=O)c2cccc3cccc(c23)C1=O)NCc1cccnc1 | -10%[10 µM] | -2% | -8 | -1% | 2% | 17% | -10% | -1% | -2% | ? | 5% |
| CCc1nonc1NC(=O)c1oc2ccccc2c1C | -25% | ? | 14 | · | ? | 12% | -12% | ? | -22% | -1% | · |
| COc1ccc(NC(=O)CSc2nnc(NC(=O)c3ccco3)s2)cc1OC | 16% | 4% | -2 | · | 20% | -1% | 21µM* | ? | 33% | 0% | -3% |
| CC(C)CC1c2[nH]c3ccccc3c2CCN1C(=O)CCC(=O)N(C)C (stereo unspecified) | ? | 1% | -16 | -1% | -5% | -10% | -8% | -3% | 25% | -5% | 4% |
| CC(=O)N1CC(C)c2scc(C)[n+]2-c2ccccc21 (stereo unspecified) | -3% | -7% | 3 | 4% | -6% | 0% | -2% | 13% | 1% | 8% | -3% |
| Cc1cc(=O)[nH]c(N/N=C/c2ccc(OC(=O)c3cccnc3)cc2)n1 | 16% | -4% | 15 | -3% | 2% | -5% | -1% | -6% | -20% | 1% | 0% |
| Cc1ccccc1OCC(=O)NC(=S)Nc1cccc2cc(O)ccc12 | ? | 2% | 9 | · | 5% | 0% | 3% | 12% | -58% | 24% | -22% |
| CCOC(=O)c1c(N)sc2c(NC(C)=O)cccc12 | -1% | -5% | -28 | -4% | 2% | 0% | ? | -4% | 29% | -8% | 1% |
| COC(=O)[C@@H]1C[C@H]2CC[C@H](O)C[C@H]2N1Cc1ccc(C)s1 | -6%&2% | 17% | 22 | 11% | 24% | 14% | 1% | ? | 2%&8% | 1% | 7%&-4% |
| Nn1cnnc1SCC(=O)Nc1ccc2c(c1)OCO2 | -5% | 0% | -2 | 10% | -2% | 4% | 5% | 0% | -6% | -2% | · |
| CN1C2CCC1/C(=C\c1ccccc1Cl)C(=O)/C2=C\c1ccccc1Cl | 12% | 4% | · | -18% | 9% | -4% | 1% | 4% | -11% | 1% | -9% |
| COc1ccc(-n2c(C)nc(N)c2C(=O)c2ccccc2)cc1 | -4% | -3% | 3 | · | -1% | 4% | 0% | ? | 2% | 3% | -3% |
| Cc1occc1C(=O)N1CCN(S(C)(=O)=O)CC1 | -4% | 1% | -3 | 4% | -6% | -7% | 2% | -11% | -8% | 1% | 0% |
| CC(=O)C1=C(C)NC(SCC(=O)c2cc(Cl)ccc2Cl)=C(C#N)C1c1ccco1 (stereo unspecified) | 3.5µM* | 1% | -2 | 31%[activator] | 0% | 23% | 1% | ? | 6.3µM* | 9% | 4% |
| O=C(N/N=C/c1cc2cc3c(cc2nc1Cl)OCCO3)c1ccccc1O | ? | -3% | -17 | 11% | 2% | -1% | -25% | 0% | ? | 13% | -2% |
| O=C(NNC(=O)C1CCN(Cc2ccccc2)CC1)c1cccc(Cl)c1 | 45% | -2% | 8 | 5% | -2% | -1% | 3% | -7% | 29% | ? | -2% |
| CC(=O)Nc1cc(NC(C)=O)cc(-c2nc3ccccc3[nH]2)c1 | 0% | -8% | 3 | -21% | -3% | -3% | -17%&-3% | -11% | 1% | -1% | -4% |

RORg inh: entries above that show a hit.
| smiles | NPC1 prom act | Menin MLL FP TR | Rab9 promoter act | Mito fusion yeast | RORg inh |
| --- | --- | --- | --- | --- | --- |
| CCCCS(=O)(=O)/C=C\C=C/S(=O)(=O)CCCC | -35%[inhibitor] | 1% | -48%[inhibitor] | -40%[inhibitor] | 0.71µM* |
| COc1cc(NC(=O)CSc2ncnc3sc4c(c23)CCC(C)C4)c(C(=O)O)cc1OC (stereo unspecified) | 2% | ? | 0% | -16% | 11µM* |
| CC(=O)C1=C(C)NC(SCC(=O)c2cc(Cl)ccc2Cl)=C(C#N)C1c1ccco1 (stereo unspecified) | 1% | 31%[activator] | 0% | 23% | 6.3µM* |

A portion of the library. The share of hits here may be higher or lower than overall.
